MT1-MMP act inh: inhibitors of human MT1-MMP activation. HT1080 RFP-PRO-GFP cells, GFP/RFP ratio fluorescence, overnight; percent of plate control window, DMSO zero. GFP/RFP ratio change, % at 20 µM. P50281. 0.061% of 360,000 active;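 active = GFP/RFP ratio change of at least 30% with cell ATP level not reduced by more than half and red fluorescence within 50% of control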; note: strong numbers were not always called active
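Assay system: HT1080 cells carrying an RFP-PRO-GFP reporter | Dosing: Single dose of 20 µM compound, 1% DMSO final | Incubation: Cells overnight before dosing, compound overnight, 37 °C, 5% CO2 | Evaluation: GFP/RFP fluorescence ratio | Control set: DMSO and RFP-L50D-GFP cell wells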
FAS TE block: inhibitors of human fatty acid synthase thioesterase domain; P49327; recombinant FAS-TE, OMFH fluorogenic substrate, fluorescence endpoint; inhibition, % at 15 µM; 0.67% of 360,000 active;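 active = compounds whose normalised, plate-corrected inhibition of enzyme fluorescence in the single-dose primary screen is 50% or more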;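 note: 0% = DMSO with enzyme and 100% = substrate without enzyme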
MLLE-PAM2 inh: inhibitors of microRNA-mediated deadenylation, human PABP1 MLLE binding; 0.36% of 360,000 active; P11940; AID 588489; inhibition, % at 20 µM; GST-MLLE / FITC-PAM2 fluorescence polarization; in the data active = inhibition above about 35%, passing the limit was not always enough;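 note: plate controls were DMSO wells with GST-MLLE for no effect and wells lacking GST-MLLE protein for full effect; some results filed as inactive read as strong as hits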
CSN inh: blocks human CSN-mediated cullin deneddylation; Purified CSN, SCF-Nedd8-OG deneddylation, fluorescence polarization; inhibition, % at 12.5 µM; 0.38% of 360,000 active;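 active = pattern-corrected inhibition above about 35%, with an unprinted fluorescence ratio check between 0.5 and 1.5, limit read from the data, passing the limit was not always enough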;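 note: 0% = enzyme with substrate and 100% = substrate without enzyme; some results filed as inactive read as strong as hits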
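Schedule: reaction 90 min, room temperature / Assay system: HEK293T-derived human Csn5 enzyme / Input: Csn5 at 0.24 nM final / Measure: inhibition of Csn5 cleavage, % / Control set: substrate-only high control, full reaction low control / Technique: fluorescence polarization of the substrate / Buffer or medium: Tris/NaCl/DTT buffer, pH 7.5 / Reagent: SCFSkp2-Nedd8OG substrate at 10 nM final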
Neddylation inh: cullin neddylation inhibition | TR-FRET cullin neddylation, biochemical | P61081+Q13564 | 0.58% of 360,000 active | calls only at 25 µM | AID 651699; in the data active = inhibition above about 36%
Target sequence (P61081 whole entry, looked up): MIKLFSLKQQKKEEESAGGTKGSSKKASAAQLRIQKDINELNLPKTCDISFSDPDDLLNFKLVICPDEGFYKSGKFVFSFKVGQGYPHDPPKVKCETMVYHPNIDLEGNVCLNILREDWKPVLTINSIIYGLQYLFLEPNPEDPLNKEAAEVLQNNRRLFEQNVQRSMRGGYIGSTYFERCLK
Target sequence (Q13564 whole entry, looked up): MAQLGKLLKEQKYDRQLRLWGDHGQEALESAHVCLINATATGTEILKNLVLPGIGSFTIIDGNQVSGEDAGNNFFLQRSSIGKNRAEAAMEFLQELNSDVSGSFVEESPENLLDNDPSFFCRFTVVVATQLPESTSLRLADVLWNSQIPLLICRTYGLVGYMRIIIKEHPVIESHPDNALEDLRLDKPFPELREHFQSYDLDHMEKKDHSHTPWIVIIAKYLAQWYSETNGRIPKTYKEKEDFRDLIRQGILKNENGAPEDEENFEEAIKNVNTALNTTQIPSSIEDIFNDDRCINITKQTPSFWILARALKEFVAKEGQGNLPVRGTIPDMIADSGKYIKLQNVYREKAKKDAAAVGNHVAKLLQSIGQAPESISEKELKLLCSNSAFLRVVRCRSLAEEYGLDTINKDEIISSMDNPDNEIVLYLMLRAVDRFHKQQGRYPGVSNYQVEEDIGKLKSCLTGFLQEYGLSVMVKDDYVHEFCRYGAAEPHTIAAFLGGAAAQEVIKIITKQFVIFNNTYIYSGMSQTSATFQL
Rpn11 block: blocks the human proteasome subunit Rpn11 | calls only at 20 µM | AID 588493 | 0.59% of 360,000 active | human 26S proteasome, Ub4-pepOG fluorescence polarization; 20S core pre-blocked with epoxomicin | O00487;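 active = inhibition at 20 µM, scaled to each plate's controls, above about 33%, limit read from the data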
NadD inh: inhibitors of Staphylococcus aureus NadD; purified NadD enzyme, colorimetric absorbance read-out; 0.78% of 360,000 active; inhibition, % at 20 µM; in the data active = inhibition above about 26%; note: some compounds past the cut are filed as inactive
SKN-1 inh: C. elegans SKN-1 inhibition | C. elegans VP596 Pgst-4::GFP/RFP ratio, acrylamide-induced, 24 h | inhibition, % at 21.8 µM | 0.49% of 360,000 active | AID 624304;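 active = interference check ratio from 0.5 to 1.5 plus GFP to RFP signal ratio inhibition reaching or exceeding a fixed threshold, cut at about 30% in these data, passing the limit was not always enough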; note: some compounds called inactive have numbers as strong as hits
Rin1 Abl inh: inhibitors of human Rin1-Abl protein interaction | TR-FRET Rin1/Abl binding, biochemical | 0.4% of 360,000 active | AID 588664 | P00519+Q13671 | inhibition, % at 7.35 µM; in the data active = inhibition above about 5%, passing the limit was not always enough
* hit, by the source's call; i = inactive; · = not tested or not shown; + = active, no number. Rows were taken by chance; overall some 3.9% were active at least once.

Values run as follows: MT1-MMP act inh	FAS TE block	MLLE-PAM2 inh	CSN inh	Neddylation inh	Rpn11 block	NadD inh	SKN-1 inh	Rin1 Abl inh
O=C(NCCS(=O)(=O)N1CCN(c2ccccc2)CC1)c1ccco1
→ 0	-6	2	3	i	i	0	19	-1
Cc1cc(NCC2CCCCC2)nc2ccccc12
→ 4	4	-8	2	i	i	0	15	4
O=C(CN1C(=O)C2CC=CCC2C1=O)Nc1nnc(C2CC2)s1 (stereo not given)
→ -1	-8	14	5	i	i	5	-4	-1
O=C(Nc1ccc(F)c(Cl)c1)c1ccc2c(c1)OCO2
→ 1	5	-2	-3	i	i	-5	-3	0
CCOC(=O)Nc1cc(OCC)c(NC(=O)C2CC2)cc1OCC
→ 1	-10	-1	-1	i	i	-3	8	-3
O=C(NCc1ccc2c(c1)OCO2)C1CC(=O)N(CCc2ccc(F)cc2)C1 (stereo not given)
→ -1	-2	-6	-2	i	i	-1	21	4
O=S(=O)(NCC(O)c1ccccc1)c1cc(Cl)sc1Cl (stereo not given)
→ 2	2	-18	3	i	i	-6	6	-2
CC(C)CC(=O)Nc1cc(C(F)(F)F)ccc1N1CCOCC1
→ -1	-2	-4	-3	i	i	0	12	4
Cn1c(=O)[nH]c(=O)c2c1nc(N1CCCCCC1)n2CC(N)=O
→ -1	-7	-13	-5	i	i	4	-9	-1
O=S(=O)(c1ccccc1F)N1CCN(Cc2nc3ccccc3[nH]2)CC1
→ 2	-8	-13	0	i	i	-1	2	2
CCCSc1nsc(NC(=O)C(c2ccccc2)c2ccccc2)n1
→ -29	24	-8	-3	i	i	-2	-12	3
COc1ccc(CCNC(=O)COC(=O)c2ccco2)cc1OC
→ 5	-6	-14	-3	i	i	-1	-12	2
COc1ccc(-c2noc(CCC(N)=O)n2)cc1OC
→ 1	-9	12	1	i	i	3	-6	-1
O=C(NCCc1ccc(Cl)cc1Cl)C1=CC=CN2CCS(=O)(=O)N=C12
→ -3	2	1	-5	+	i	-2	-2	-1
Cc1nc2cc3c(=O)n(C)cnc3cc2n1Cc1ccccc1
→ 10	-1	0	0	i	i	-1	7	9
CCCOc1ccccc1OCC(=O)Nc1ccc(S(=O)(=O)N2CCCCC2)cc1
→ 0	26	13	-2	i	i	-1	2	4
Cn1cnc(C(=O)NCc2ccc(CNC(=O)OC(C)(C)C)cc2)c1C(=O)NCc1ccc(CNC(=O)OC(C)(C)C)cc1
→ 19	12	1	3	i	i	33*	17	6
CCCN1Cc2cccc(C(=O)Nc3ccc4c(c3)OCCO4)c2C1=O
→ 3	-2	-1	0	i	i	2	0	1
COc1ccccc1N1CCN(S(=O)(=O)c2ccc3c(c2)n(C)c(=O)n3C)CC1
→ 1	6	-4	-9	i	i	13	3	3
O=C(NCc1nnc(SCC(=O)N2CCC(Cc3ccccc3)CC2)o1)c1ccco1
→ -1	0	-22	1	i	i	-9	2	-2
O=C(CN1C(=O)S/C(=C\c2ccc(Cl)cc2)C1=O)NC1C=CS(=O)(=O)C1 (stereo not given)
→ -7	2	4	0	i	i	9	14	4
O=C(NCCc1ccccc1)c1oc2ccccc2c1COc1ccccc1
→ -17	44	-2	1	i	i	-3	19	-1
COc1ccc(CCN(CC(=O)NC2CCCC2)C(=O)CCC(=O)Nc2cc(C)on2)cc1OC
→ 3	-6	-3	1	i	i	-1	-7	3
COc1ccc(/C=C/C(=O)Nc2cccnc2Cl)cc1
→ 6	0	4	2	i	i	-4	28	-4
O=c1[nH]c2ccccc2n1CCCOc1ccccc1
→ -7	0	0	4	i	i	3	30	-6
CCOc1ccc(-n2c(SC)nc3c(c2=O)SCC3)cc1
→ 0	-4	2	-3	i	i	-5	-26	0
C[C@H](CO)N1C[C@H](C)[C@@H](CN(C)Cc2ccccc2)Oc2c(NS(=O)(=O)c3ccc(F)cc3)cccc2C1=O
→ -2	-7	6	0	i	i	-6	6	0
CC(CNC(=O)c1ccc(C(C)(C)C)cc1)CN(C)C (stereo not given)
→ 1	-13	-4	-10	i	i	-3	0	-2
Cc1[nH]c2ccccc2c(=O)c1CNCc1ccccc1
→ 0	-8	-2	3	i	i	-3	1	6
COc1ccc(OC)c(C(=O)N(C)C2CCCN(Cc3ccccc3F)C2)c1 (stereo not given)
→ -1	-6	5	4	i	i	2	-7	0
Cc1cccc(Cn2nc(C)cc2NC(=O)Cn2cc([N+](=O)[O-])cn2)c1
→ 3	13	-5	-5	i	i	0	-6	-1
Cc1ccccc1NC(=S)NC1CC2CCC(C1)N2Cc1ccco1 (stereo not given)
→ 7	-6	15	-5	i	i	-7	13	0
COc1ccc(-c2noc(-c3ccccc3C(=O)Nc3cccnc3)n2)cc1OC
→ 3	-6	4	2	i	i	1	9	-4
CCOc1ccc(NC(=O)CSc2n[nH]c(=O)n2-c2ccccc2)cc1
→ 4	-2	-39	-9	i	i	-12	4	0
Cn1cc(S(=O)(=O)N2CCc3ccccc32)cc1C(=O)NC1CCCCC1
→ 5	5	2	3	i	i	-3	7	-5
O=S(=O)(NCCc1ccccc1)c1cccs1
→ 3	0	-11	-1	i	i	4	13	1
CN1CC(=O)N(CC(=O)N2CCC(Cc3ccccc3)CC2)C1=O
→ 1	-3	-16	0	i	i	0	-9	-5
O=C(CCc1nnc(CCC2CCCCC2)o1)NCCn1cccn1
→ 3	-8	10	11	i	i	-3	-1	1
O=c1ccc(-c2ccc(S(=O)(=O)Nc3ccccc3)o2)n[nH]1
→ 4	-5	11	6	i	i	3	21	-1
CCOC(=O)NC(c1cccc(Cl)c1)C1CCCCCC1=O (stereo not given)
→ -10	1	-2	0	i	i	2	13	-2
COc1ccc(NC(=O)c2cc3n(n2)C(C(F)(F)F)CC(c2ccco2)N3)cc1 (stereo not given)
→ -7	3	2	2	i	i	-2	-3	-2
Cc1cccc(NC(=O)CSc2nnc(-c3ccco3)o2)c1C
→ 2	-3	11	1	i	i	2	2	-1
Cc1sc2nc(CN(Cc3cccs3)C(=O)NC3CCCCC3)[nH]c(=O)c2c1C
→ -1	23	2	4	i	i	6	32	-1
COc1ccccc1NC(=O)NNC(=O)c1ccc2c(c1)NC(=O)C(C)(C)O2
→ ·	-2	-14	1	i	i	-5	-7	1
Cc1cc(C(=O)COc2ccccc2Cl)c(C)n1-c1ccc2c(c1)OCO2
→ 2	14	-14	-2	i	i	-2	6	-4
C=C(C)CSc1nc(N)cc(=O)[nH]1
→ -2	-7	4	-4	i	i	-3	21	1
CC1CCCC(N2CCN(C(=O)c3cccc(F)c3)CC2)C1 (stereo not given)
→ 1	-5	0	-8	i	i	-4	-3	0
O=[N+]([O-])c1ccc(Nc2ccccc2F)nc1
→ -2	17	2	-2	i	i	-4	4	2
Cc1cc(C)c(NC(=O)CN)c(C)c1
→ -2	-8	-17	-3	i	i	0	10	2
CCN(CC)CCOCCOc1ccc(Cl)c2ccccc12
→ 2	1	2	1	i	i	-2	4	0
Cc1cccc(NC(=O)c2ccccc2O)c1C
→ -3	-8	-4	0	i	i	-5	10	-2
COc1cc(C(=O)Nc2scc(-c3ccc(C)cc3)c2C(=O)O)cc(OC)c1OC
→ 6	1	0	1	·	i	5	0	0
O=c1cnc2ccccc2n1Cc1ccccc1
→ 0	-7	7	1	i	i	-1	5	1
Cc1cc(NC(=O)CN2C(=O)[C@@H]3[C@H](C2=O)[C@@H]2C[C@H]3C(Br)C2Br)no1 (stereo not given in full)
→ 6	7	5	-1	i	i	-2	-2	0
COc1ccc(-c2c(C)nn(-c3ccccc3)c2NC(C)=O)cc1OC
→ -2	-1	0	3	i	i	1	-9	-1
O=[N+]([O-])c1cccnc1Oc1ccccc1F
→ -1	0	15	-1	i	i	0	1	-3
Cc1ccc(CN2CC(C(=O)N(CC(C)C)c3c(N)n(Cc4ccccc4)c(=O)[nH]c3=O)CC2=O)cc1 (stereo not given)
→ -1	-9	-3	-5	i	i	0	10	-1
CC1NC(=O)c2cc3ccccc3cc2-n2c1nc1cc(Cl)ccc1c2=O (stereo not given)
→ 9	-7	-13	1	i	i	12	-1	2
CN(Cc1nc(-c2cnccn2)no1)CC1CCN(Cc2ccccc2)CC1
→ -3	-4	5	-3	i	i	-4	1	-1
COC(=O)N1[C@H](C)C=C[C@]1(Cc1ccccc1)C(=O)NCCCNc1ncc(C(F)(F)F)cc1Cl
→ 3	14	-6	-4	i	i	-7	7	4

The results go on.
Values run as follows: MT1-MMP act inh	FAS TE block	MLLE-PAM2 inh	CSN inh	Neddylation inh	Rpn11 block	NadD inh	SKN-1 inh	Rin1 Abl inh
Cc1ccc(C)c(NC(=O)C2CC3CCC2C3)c1 (stereo not given)
→ -1	-3	14	-1	i	i	-5	12	0
Cn1cccc1Cc1nnc(SCC(=O)N2CCOCC2)n1-c1ccc(F)cc1
→ -2	-4	-24	-1	i	i	1	5	-2
CCOc1ccc2nc(NC(=O)CSc3ccccc3)sc2c1
→ -2	11	23	-4	i	i	-8	7	1
O=C(N/C(=C/c1ccc(Cl)cc1)C(=O)N1CCOCC1)c1ccccc1
→ 3	-3	-3	-4	i	i	-4	-6	-5
COc1cc(C(=O)N/N=C/c2ccsc2C)cc(OC)c1OC
→ 16	-7	3	2	i	i	-2	8	-2
Cc1cc2nc3n(c2cc1C)CCCN3
→ 3	-6	-15	1	i	i	-3	8	-3
COc1ccc(CNC(=O)C(=O)NC2CC(C)(C)NC(C)(C)C2)cc1
→ 0	-3	3	4	i	i	-7	19	2

Among those listed so far, these contain a nitro group on carbon.
Values run as follows: MT1-MMP act inh	FAS TE block	MLLE-PAM2 inh	CSN inh	Neddylation inh	Rpn11 block	NadD inh	SKN-1 inh	Rin1 Abl inh
Cc1cccc(Cn2nc(C)cc2NC(=O)Cn2cc([N+](=O)[O-])cn2)c1
→ 3	13	-5	-5	i	i	0	-6	-1
O=[N+]([O-])c1ccc(Nc2ccccc2F)nc1
→ -2	17	2	-2	i	i	-4	4	2
O=[N+]([O-])c1cccnc1Oc1ccccc1F
→ -1	0	15	-1	i	i	0	1	-3

Bioassay records from PubChem.
